# High-throughput results as filed in PubChem BioAssay.
# UPR XBP1 act = activators of adaptive arm of unfolded protein response (XBP1) | 330,000 tested, 0.33% active | CHO-XBP1 luciferase reporter, IRE1-XBP1 UPR activation, luminescence; percent of tunicamycin response, DMSO as zero | activation, % at 20 µM;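 active = versus positive control, 20 µM dose yields 30% or more activation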;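 also: 100% = tunicamycin at 10 µg/mL and 0% = DMSO only wells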
#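 Material: CHO-XBP1 cells stably carrying IRE1-XBP1-driven luciferase reporter | Medium: F12 with 10% serum | Compound dosing: 20 µM single concentration, DMSO 1% | Incubation: Overnight seeding at 37 °C, 6 h compound treatment at 37 °C | Detection: Steady-Glo luminescence read | Read-out basis: % activation of reporter signal versus tunicamycin and DMSO controls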
# TIM10 inh = inhibits growth of TIM10 yeast strain; S. cerevisiae TIM10 strain growth, BacTiter-Glo luminescence, 24 h; inhibition, % at 10 µM; 330,000 tested, 1.4% active; AID 463195;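 active = inhibition of 40% or more at the single tested concentration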;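 also: wild-type TIM10 isogenic control strain grown at permissive 25 °C; 0% = DMSO yeast wells and 100% = minimal medium wells without yeast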
# tim23-1 inh = growth inhibitors of tim23-1 mutant yeast; S. cerevisiae tim23-1 growth, BacTiter-Glo luminescence, 24 h; inhibition, % at 20 µM; 330,000 tested, 1.3% active; AID 463212;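 active = growth inhibition of the mutant yeast at or above 50%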;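 also: temperature-sensitive mutant grown at 25 °C; plate controls were DMSO-treated mutant yeast for no effect and medium wells lacking yeast for full effect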
# CHOP UPR activ = apoptotic UPR (CHOP) activation. AID 449763. activation, % at 10 µM. 330,000 tested, 0.34% active. CHO-CHOP luciferase reporter, luminescence; percent of tunicamycin response over DMSO baseline;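 active = at 10 µM dose, activation of 40% or more, normalized to positive control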;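 also: 100% = tunicamycin at 10 µg/mL and 0% = DMSO alone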
#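 measured by = luciferase luminescence | assay system = CHO-CHOP cells, stable luciferase reporter of PERK-eIF2a-CHOP signalling | amount = 500 reporter cells seeded per well | timing = 6 h compound exposure at 37 °C after overnight seeding | controls = positive tunicamycin 10 µg/mL, negative DMSO alone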
# APJ ag = agonists of human APJ apelin receptor | P35414 | CHO-K1 APJ PathHunter beta-arrestin, luminescence; 0% DMSO wells, 100% apelin | activation, % at 20 µM | 330,000 tested, 0.11% active | AID 2520;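 active = activation more than six SD over the plate average, tested at 20 µM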;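 also: 0% = DMSO alone and 100% = apelin-13 at 10 nM; some results filed as inactive read as strong as hits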
# Target sequence (P35414 whole entry, looked up): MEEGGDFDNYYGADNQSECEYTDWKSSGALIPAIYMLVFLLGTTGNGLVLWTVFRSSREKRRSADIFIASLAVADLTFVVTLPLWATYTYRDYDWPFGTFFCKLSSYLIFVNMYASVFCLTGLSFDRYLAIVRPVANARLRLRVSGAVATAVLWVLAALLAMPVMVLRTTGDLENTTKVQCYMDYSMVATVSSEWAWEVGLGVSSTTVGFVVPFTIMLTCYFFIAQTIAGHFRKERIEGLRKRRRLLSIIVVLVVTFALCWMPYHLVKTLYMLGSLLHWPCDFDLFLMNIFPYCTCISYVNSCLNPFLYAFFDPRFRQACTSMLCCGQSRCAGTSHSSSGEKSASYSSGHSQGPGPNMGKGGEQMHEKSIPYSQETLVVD
#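 Material: CHO-K1 APJ beta-arrestin complementation cell line; Input: cell density 1000 per well; Incubation: compound stimulation 90 min at 25 °C, detection 60 min; Signal: luminescence from split beta-galactosidase complementation, Galacton Star/Emerald II substrate; Controls: DMSO-only wells as negative, 10 nM Apelin-13 as positive control.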
# NALP3 yeast inh = inhibitors of NALP3 inflammasome in yeast. AID 2825. Yeast reconstituted NLRP3/ASC/caspase-1, beta-gal luminescence, 24 h. inhibition, % at 10 µM. 330,000 tested, 0.39% active;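 active = inhibition of 50% or more; inactive = inhibition below 50%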;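 also: plate controls were induced DMSO wells for no effect and uninduced yeast grown without galactose for full effect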
# NR3A LBD binder = modulators (binders) of human NR3A ligand-binding domain; 340,000 tested, 2.5% active; Tm shift relative to glycine control, % at 25 µM; NR3A LBD differential scanning fluorimetry, Tm shift; 0% = protein alone, 100% = glycine-bound protein;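 active = melting temperature shift of at least 10% of the positive control shift, at one fixed dose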
# Mdm2 MdmX PPI = disrupts the human Mdm2-MdmX interaction. AID 485346. O15151+Q00987. SaOS-2 split-luciferase Mdm2/MdmX complementation, luminescence. 330,000 tested, 3% active. inhibition, % at 8 µM;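 active = inhibition of at least 50% at 8 µM in the primary screen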
# tim10-1 inh = tim10-1 yeast growth inhibition; S. cerevisiae tim10-1 ts strain growth, BacTiter-Glo, 24 h; inhibition, % at 20 µM; 330,000 tested, 2.2% active; AID 463190;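 active = inhibition of at least 40%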;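 also: mutant grown at 25 °C; 0% = DMSO wells with yeast and 100% = wells holding no yeast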
# The depositor's hits bear a star.
no.	molecule	UPR XBP1 act	TIM10 inh	tim23-1 inh	CHOP UPR activ	APJ ag	NALP3 yeast inh	NR3A LBD binder	Mdm2 MdmX PPI	tim10-1 inh
1	CCn1c(SCC(=O)NCCc2ccccc2)nc2c(c1=O)SC(C)C2 (stereo unspecified)	-1.5	-0.3	3.0	-0.6	-3.1	2.8	0.1	-7.4	20.5
2	CN(CC(=O)Nc1ccc(F)cc1)C(=O)C1CCCC1	-2.9	9.2	-5.4	-1.0	-2.5	0.4	-0.9	-16.8	0.8
3	COc1ccc(CCC(=O)N(C)CC(=O)Nc2cc(C)ccc2C)cc1	0.8	-3.8	5.5	-0.3	-2.9	4.1	0.6	-4.6	7.6
4	COc1ccc(-c2[nH]c(-c3cccc(OC)c3)nc2SCC(=O)NC2CCCC2)cc1	1.0	-0.4	20.7	0.5	-0.6	5.5	-29.8	15.8	16.4
5	CCN(Cc1ccncc1)C(=O)c1cc(COc2ccc(C)c(C)c2)on1	-8.2	3.2	8.8	1.3	2.6	19.1	-2.3	-13.8	10.1
6	COc1ccc(/C=C/C(=O)OCC(=O)c2ccc3c(c2)NC(=O)CO3)cc1	1.3	3.5	6.6	1.3	-5.5	-5.2	1.5	91.9*	8.2
7	COc1ccccc1-n1c(=O)[nH]c2c(C(N)=O)nc(CC(C)C)nc21	-0.1	0.4	-13.8	1.4	-4.4	18.6	-1.2	0.6	-5.0
8	Cc1oc(-c2cc(F)cc(F)c2)nc1CN1CCN(C(=O)c2ccco2)CC1	0.6	9.0	5.0	1.3	-2.1	3.9	-1.1	-1.1	11.1
9	C/C(N)=C(/C#N)C(=O)COc1ccc(Cl)cc1Cl	-2.0	-11.0	0.4	6.5	-0.4	19.9	2.0	1.0	4.6
10	COc1ccc(NC(=O)c2ccc3c(=O)n4c(nc3c2)CCCCC4)cc1	-0.4	-14.8	-3.3	3.3	1.3	23.3	2.0	11.1	-5.9
11	Cc1ccc(NC(=O)CN2C(=O)NC3(CCCCCC3)C2=O)cc1Cl	-1.2	4.3	9.4	-2.3	-3.1	10.4	-3.6	-43.9	3.1
12	CCc1ccc(CCC(=O)Nc2ccc(C)c(C)c2)o1	-0.3	10.4	17.5	2.1	-2.0	27.9	0.4	-45.5	5.0
13	c1ccc2c(c1)OCc1cn[nH]c1-2	0.0	-6.7	-6.9	2.8	-0.6	2.0	0.0	-6.9	13.1
14	COc1ccc(N2CCN(C(=O)NCc3ccc(C)cc3)CC2)cc1	-0.7	-10.9	25.3	0.1	-2.9	17.1	-1.0	5.6	28.3
15	CC(C)CC1(C(=O)NCCN2CCOCC2)C=CCN1C(=O)c1ccccc1 (stereo unspecified)	0.7	5.5	7.4	1.3	-5.3	3.5	0.7	5.5	-20.6
16	COc1ccccc1NC(=O)NCc1ccco1	-2.0	0.2	-16.2	1.3	-1.3	9.8	-2.1	11.1	-11.2
17	O=C(Nc1ccc(Oc2ccc(Cl)cc2)c(Cl)c1)c1cc(I)cc(I)c1O	-3.1	31.0	58.8*	0.3	-6.1	16.0	31.1*	100.4*	54.3*
18	Cc1sc2ncnc(N)c2c1C	1.1	5.9	3.9	-0.2	-4.9	-3.6	-2.1	20.6	2.0
19	Cc1ccccc1CC(=O)Nc1sc(C(C)C)cc1C(=O)N1CCOCC1	-4.8	-3.9	22.3	1.8	-6.2	21.8	0.9	25.9	20.0
20	Cc1ccc(C(=O)N2CCn3c(C)ccc3C2C)cc1 (stereo unspecified)	-1.1	-5.8	-3.6	0.7	-0.5	4.5	-0.3	4.8	4.9

# Additional results follow:
no.	molecule	UPR XBP1 act	TIM10 inh	tim23-1 inh	CHOP UPR activ	APJ ag	NALP3 yeast inh	NR3A LBD binder	Mdm2 MdmX PPI	tim10-1 inh
21	COC(=O)Cn1c2ccc(Cl)cc2c2nc(C)sc21	0.1	8.7	12.6	0.6	-5.1	-35.7	2.4	5.5	22.6
22	O=C(CN1C(=O)C2C3C=CC(C3)C2C1=O)Nc1ccc2nccnc2c1 (stereo unspecified)	0.3	8.5	12.7	-0.4	2.7	4.7	3.1	18.1	15.0
23	COc1ccc(S(=O)(=O)Nc2cc(C(=O)NCCCOC(C)C)ccc2N2CCOCC2)cc1	-2.8	2.0	10.8	-1.3	2.7	7.2	-0.8	26.8	5.4
24	O=C(NCc1ccc2c(c1)OCO2)c1ccc(CSCc2ccc(Cl)cc2)o1	-1.1	5.8	16.2	0.3	-2.0	21.1	2.3	11.9	16.1
25	Cc1cc(OCCNCCO)cc(C)c1Cl	2.7	-8.1	-18.7	0.6	-0.4	12.1	0.9	3.5	-7.2
26	Cc1ccc(S(=O)(=O)NCc2c(-c3ccccc3)noc2C)cc1	1.2	-1.4	18.8	-0.4	0.4	0.0	6.2	-3.8	16.0
27	CCN=C1SC(CC(=O)NC(C)C)C(=O)N1CC (stereo unspecified)	-1.8	-15.7	29.1	-0.5	-2.5	5.7	-1.4	29.7	-2.8
28	CN(c1ccc(OCCOc2ccccc2Cl)cc1)S(=O)(=O)c1ccccc1	-2.5	6.8	-14.1	1.3	-3.8	6.0	0.4	26.8	-12.1
29	Cc1cc(C)nc(SCC(=O)N/N=C/c2cc(C)n(-c3ccccc3C)c2C)n1	0.6	8.0	17.1	6.1	-1.5	13.7	11.5*	19.4	30.3
30	Cc1cc(Cl)ccc1OCC(=O)N(Cc1cccs1)C1CCS(=O)(=O)C1 (stereo unspecified)	-3.5	10.2	18.2	1.0	-2.6	13.5	-1.0	16.3	31.2
31	COc1ccc(C(=O)N2CCN(c3ccc([N+](=O)[O-])c(NCCc4ccc(OC)c(OC)c4)c3)CC2)cc1	1.7	1.7	7.8	4.9	1.2	17.2	-8.1	22.2	11.1
32	CC12COC3(C(=O)Nc4ccc(F)cc4)CC1CCC32C (stereo unspecified)	-0.6	27.3	31.7	2.7	-3.3	16.8	0.4	19.3	30.1
33	COc1ccc(C(CCNCc2ccc(N(C)C)cc2)C(C)C)cc1 (stereo unspecified)	0.1	0.2	4.9	0.4	4.1	21.9	0.8	49.2	-3.5
34	CCOC(=O)c1c(C)[nH]c(C(=O)OC)c1CCC(=O)OC	-1.2	5.1	-0.5	0.0	-3.7	2.2	0.9	0.4	5.6
35	COc1ccc(CC(=O)N2CCc3ccccc3C2)cc1	4.9	6.1	18.4	4.5	-2.9	30.3	0.9	21.2	17.2
36	CC(C)CCNC(=O)CCCCn1c(=O)[nH]c2ccsc2c1=O	-0.5	-6.0	0.2	0.2	-3.9	8.8	-0.8	-11.1	5.1
37	O=C(CCCc1ccccc1)NCc1ccc(Cl)cc1	-0.4	-7.5	9.6	5.0	-2.1	16.5	0.4	12.0	-30.3
38	COc1cc(C2c3c(-c4cc(C)cc(C)c4O)n[nH]c3C(=O)N2CCCO)cc(OC)c1OC (stereo unspecified)	-0.9	11.4	-8.1	0.3	-7.9	-5.0	345.4*	10.5	8.8
39	C=CCNc1nc(C)c(C(C)=O)cc1C#N	3.0	-11.6	1.9	-1.9	-1.0	2.7	-0.1	11.4	-0.8
40	CCOC(=O)CSc1nnc(-c2ccoc2C)n1-c1ccc(C)cc1	2.0	8.1	24.8	1.6	1.0	3.1	1.1	-8.4	28.1

# Complete entries from above. Screens in order: UPR XBP1 act	TIM10 inh	tim23-1 inh	CHOP UPR activ	APJ ag	NALP3 yeast inh	NR3A LBD binder	Mdm2 MdmX PPI	tim10-1 inh
# Entry for CC12COC3(C(=O)Nc4ccc(F)cc4)CC1CCC32C (stereo unspecified) = -0.6	27.3	31.7	2.7	-3.3	16.8	0.4	19.3	30.1
# Entry for Cc1cc(Cl)ccc1OCC(=O)N(Cc1cccs1)C1CCS(=O)(=O)C1 (stereo unspecified) = -3.5	10.2	18.2	1.0	-2.6	13.5	-1.0	16.3	31.2
# Entry for Cc1ccc(S(=O)(=O)NCc2c(-c3ccccc3)noc2C)cc1 = 1.2	-1.4	18.8	-0.4	0.4	0.0	6.2	-3.8	16.0
# Entry for O=C(NCc1ccc2c(c1)OCO2)c1ccc(CSCc2ccc(Cl)cc2)o1 = -1.1	5.8	16.2	0.3	-2.0	21.1	2.3	11.9	16.1
# Entry for O=C(CN1C(=O)C2C3C=CC(C3)C2C1=O)Nc1ccc2nccnc2c1 (stereo unspecified) = 0.3	8.5	12.7	-0.4	2.7	4.7	3.1	18.1	15.0

# Continuation.
no.	molecule	UPR XBP1 act	TIM10 inh	tim23-1 inh	CHOP UPR activ	APJ ag	NALP3 yeast inh	NR3A LBD binder	Mdm2 MdmX PPI	tim10-1 inh
41	CCCCN(C(=O)C1CC(=O)N(c2ccc3c(c2)OCCO3)C1)c1c(N)n(CCC)c(=O)[nH]c1=O (stereo unspecified)	-2.5	-1.2	8.0	-1.1	-1.0	-2.2	1.1	3.4	13.2
42	CN(C(=O)CSc1nnc(-c2ccc3c(c2)OCO3)o1)C1CCS(=O)(=O)C1 (stereo unspecified)	1.4	5.5	7.6	-0.5	-2.6	12.5	1.7	17.8	-11.2
43	Cc1onc(-c2ccccc2)c1C(=O)Nc1ccccc1NC(=O)c1c(-c2ccccc2)noc1C	-3.2	2.5	2.8	0.2	5.1	7.5	-6.7	-18.5	5.4
44	COc1ccc(C(C(=O)NC2CCCCC2)N(Cc2cccs2)C(=O)Cc2c[nH]c3ccccc23)cc1 (stereo unspecified)	3.4	12.8	18.3	0.1	0.0	5.1	-0.9	-5.0	27.3
45	O=C(O)C[C@H]1c2cc(F)ccc2S(=O)(=O)N1Cc1ccccc1	1.5	-6.2	4.7	3.1	-1.8	9.7	-4.0	15.6	-13.2
46	Cc1c(C(=O)OCC(=O)NCCN2C(=O)CSC2=O)oc2c1ccc1ccccc12	-2.0	20.1	18.6	-0.7	-1.3	19.1	-0.7	1.8	29.2
47	CCN(CC)S(=O)(=O)c1ccc(C2CNC(=O)C2)cc1 (stereo unspecified)	-3.1	2.2	2.1	-1.4	-0.5	-12.9	-0.8	7.1	3.1
48	Cc1ccc(NC(=O)CSc2nc3ccccc3c(=O)n2CCCC(=O)NCCCN2CCOCC2)cc1	-0.5	-4.6	12.9	-1.0	-1.7	0.7	1.2	-8.1	5.4
49	CCO/N=C(/C)c1c(O)c(C)c(-c2ccccc2)n(-c2ccccc2)c1=O	1.4	-2.2	14.9	1.0	0.2	7.1	2.3	22.0	18.7
50	CC(=O)N/C(=C/c1ccccc1)C(=O)N1CCCCC1	-1.9	9.8	0.9	1.1	0.7	7.3	-11.2	0.5	7.9
51	COC(=O)c1ccc(-c2sc3nc(N4CCOCC4)c4c(c3c2N)CC(C)(C)OC4)o1	-1.6	6.7	-7.5	-1.3	8.1	11.2	3.5	-3.4	14.5
52	CNC(=O)CSc1nnc(-c2cc(C)cc(C)c2)o1	2.0	14.8	19.1	-1.1	-1.8	8.7	-3.4	-7.9	24.8
53	COc1ccccc1CNC(=O)c1ccc(-c2ccccc2C(F)(F)F)o1	-1.2	0.2	-5.3	0.0	10.9	15.4	-14.4	-25.3	24.0
54	N#Cc1ccc(N2CCN(C(=O)c3cccc(F)c3)CC2)c(F)c1	-2.3	10.5	21.5	-1.4	-4.0	15.0	-2.5	3.4	20.0
